Screens from PubChem BioAssay.
697 NFkB inh – inhibitors of PMA/ionomycin-induced NF-kB reporter, 697 cells, primary screen, B-cell NF-kB inhibitor project, cell-based, luminescence, uHTS | 697 B-cell NF-kB luciferase reporter, 16 h | inhibition, % at 4 µM | 330,000 tested, 0.33% active; in the data active = inhibition above about 35%
tim23-1 inh – growth inhibitors of tim23-1 mutant yeast, primary screen, luminescence, uHTS | S. cerevisiae tim23-1 growth, BacTiter-Glo luminescence, 24 h | inhibition, % at 20 µM | 330,000 tested, 1.3% active;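 active = growth inhibition of the mutant yeast at or above 50%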;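 note: temperature-sensitive mutant grown at 25 °C; plate controls were DMSO-treated mutant yeast for no effect and medium wells lacking yeast for full effect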
Jurkat NFkB inh – inhibitors of induced NF-kB luciferase reporter, primary screen, TCR NF-kB activation inhibitor project, cell-based, luminescence, uHTS | Jurkat, PMA/ionomycin-induced NF-kB luciferase reporter | inhibition, % at 4 µM | 330,000 tested, 0.53% active | AID 435003, 2010; in the data active = inhibition above about 50%
CHOP UPR activ – activators of apoptotic CHOP UPR arm, primary screen, cell-based, CHO-CHOP luciferase reporter, luminescence, uHTS; UPR activation; percent of tunicamycin response over DMSO baseline; activation, % at 10 µM; 330,000 tested, 0.34% active; AID 449763, 2010;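 active = at 10 µM dose, activation of 40% or more, normalized to positive control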;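 note: 100% = tunicamycin at 10 µg/mL and 0% = DMSO alone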
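System: CHO-CHOP luciferase reporter cell line | Buffer or medium: F12 medium containing 10% fetal bovine serum | Doses: One dose, 10 µM in 0.5% DMSO | Times: 6 h compound exposure at 37 °C after overnight seeding | Signal: Luciferase luminescence | Read-out: % activation vs tunicamycin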
APJ ag – agonists of human apelin receptor APJ, primary screen, CHO-K1 cells, PathHunter beta-arrestin, luminescence; P35414; 0% DMSO wells, 100% apelin; activation, % at 20 µM; 330,000 tested, 0.11% active;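 active = activation more than six SD over the plate average, tested at 20 µM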;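 note: 0% = DMSO alone and 100% = apelin-13 at 10 nM; some results filed as inactive read as strong as hits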
Target sequence (P35414 whole entry, looked up): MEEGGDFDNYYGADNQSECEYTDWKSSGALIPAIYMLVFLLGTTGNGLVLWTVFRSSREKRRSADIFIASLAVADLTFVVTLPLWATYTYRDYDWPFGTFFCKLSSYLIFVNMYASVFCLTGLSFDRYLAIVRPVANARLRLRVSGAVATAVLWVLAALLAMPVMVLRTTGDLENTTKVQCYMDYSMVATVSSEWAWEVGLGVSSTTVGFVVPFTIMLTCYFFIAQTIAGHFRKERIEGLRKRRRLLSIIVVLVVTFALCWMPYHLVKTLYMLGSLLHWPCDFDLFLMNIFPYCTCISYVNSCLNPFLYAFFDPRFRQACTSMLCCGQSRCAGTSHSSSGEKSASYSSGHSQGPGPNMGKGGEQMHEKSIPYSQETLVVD
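Assay system: engineered CHO-K1 APJ arrestin reporter cells; Amount: 1000 CHO-K1 reporter cells seeded per well; Dosing: one dose, 20 µM compound, 1% DMSO; Times: compound stimulation 90 min at 25 °C, detection 60 min; Measured by: luminescent beta-gal fragment complementation, chemiluminescent substrate; Read-out: APJ–arrestin association signal; Controls: DMSO vs Apelin-13 10 nM.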
XBP1 UPR activ – activators of adaptive XBP1 UPR arm, primary screen, cell-based, CHO-XBP1 luciferase reporter, luminescence, uHTS | IRE1-XBP1 UPR activation; percent of tunicamycin response, DMSO as zero | 330,000 tested, 0.33% active | activation, % at 20 µM;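 active = versus positive control, 20 µM dose yields 30% or more activation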;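 note: 100% = tunicamycin at 10 µg/mL and 0% = DMSO only wells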
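Signal: luciferase luminescence; Assay system: CHO-XBP1 luciferase reporter cells; Amount: one thousand reporter cells per well; Dosing: 20 µM single concentration, DMSO 1%; Benchmarks: high control tunicamycin 10 µg/mL final, low control DMSO vehicle only; Schedule: 6 h compound exposure at 37 °C, 5% CO2; Evaluation: percent activation relative to tunicamycin reference.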
APJ antag – antagonists of human apelin receptor APJ, primary screen, CHO-K1 cells, beta-arrestin complementation, luminescence; P35414; inhibition, % at 20 µM; 330,000 tested, 0.32% active; AID 2521, 2010;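 active = inhibition above about 40% at 20 µM, limit read from the data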;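 note: cells challenged with 10 nM apelin-13 agonist together with compound; plate controls were apelin-13 plus DMSO wells for no effect and DMSO wells lacking apelin-13 for full effect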
Mdm2-MdmX inh – inhibitors of human Mdm2-MdmX association, primary screen, cell-based, luminescence, split luciferase, SaOS-2, uHTS. SaOS-2 split-luciferase Mdm2/MdmX complementation. inhibition, % at 8 µM. 330,000 tested, 3% active. AID 485346, 2010. Protein Mdm4 (Homo sapiens) + E3 ubiquitin-protein ligase Mdm2 (Homo sapiens), …;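 active = inhibition of at least 50% at 8 µM in the primary screen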
An asterisk follows results filed as active; & = joins results of further samples.

SMILES	697 NFkB inh	tim23-1 inh	Jurkat NFkB inh	CHOP UPR activ	APJ ag	XBP1 UPR activ	APJ antag	Mdm2-MdmX inh
C/C(=N/NC(=O)c1ccc(Br)o1)c1ccc(C)o1	5	14	0	1.9	-3	0	0	-2
COc1ccc(NC(=O)C2CCCN(S(=O)(=O)c3ccc4c(c3)oc(=O)n4C)C2)cc1OC (centres undefined)	22	0	30	0.5	-1	-3	-47	19
O=C(CSc1nc2nc(-c3cccs3)cc(C(F)(F)F)c2c(=O)[nH]1)Nc1ccc(F)c(F)c1	-62	15	16	0.9	-1	4	-4	74*
O=C(CCNC(=O)c1ccc([N+](=O)[O-])cc1)NC1CCCc2ccccc21 (centres undefined)	9	10	1	1.4	9	-2	-14	-23
Cc1cc(/C=C2\SC(=Nc3ccc(N4CCOCC4)cc3)N(C)C2=O)c(C)n1-c1cccnc1	-29	-11	-36	4.9	-5	5	10	20
CC(C)OCCCNC(=O)c1ccncc1	3	0	-10	2.0	-1	-1	-9	-7
O=C(NCCNC(=O)c1cc(OCC(F)(F)F)ccc1OCC(F)(F)F)Nc1ccc(Cl)cc1	-38	4	-27	3.9	0	1	-14	8
CCOC(=O)N1CCN(Cc2cc(=O)oc3cc4c(cc23)CCC4)CC1	5	22	6	-2.4	-2	4	17	-1
CO[C@@]1(NC(=O)Cc2cccs2)C(=O)N2C(C(=O)O)=C(COC(N)=O)CS[C@@H]21	13	-4	2	-1.1	2	13	3	-11
CCOC(=O)C1=C(C)N(CCCC(=O)O)C(=O)NC1C(CC)CC (centres undefined)	5	-5	-14	-1.9	-4	3	1	14
Cc1cc(O)ccc1NC(=O)CCN1C(=O)c2ccc([N+](=O)[O-])cc2C1=O	-3	16	6	-0.3	4	1	-38	6
O=C(CNC1CCN(Cc2ccccc2)CC1)Nc1ccc(S(=O)(=O)N2CCCCC2)cc1	-2	7	-6	0.0	-5	3	-15	24
C#CCOC(=O)Nc1ccc(=O)n(Cc2c(Cl)cccc2Cl)c1	5	15	-2	1.4	-1	-1	1	18
O=C(CCNC(=O)C1CCN(S(=O)(=O)c2ccccc2)CC1)NCc1ccncc1	12	6	13	-2.3	4	-3	-6	24
CC(C)(C)Nc1nc(Cl)nc(NCc2ccccc2)n1	2	35	4	-0.1	-1	0	9	21
COc1ccc(CNC(=O)CN2CCN(S(=O)(=O)c3ccccc3)CC2)cc1	5	25	-6	1.7	-3	-2	20	25
Cc1ccc2[nH]c3c(c2c1)CCCC3NCCO (centres undefined)	16	1	20	-1.7	3	-5	-28	17
Cc1ccc(NC(=O)CSc2nnc(NC(=O)c3ccc(S(=O)(=O)N4CCOCC4)cc3)s2)cc1	-9	1	-1	3.3	1	0	-4	-28
COc1cccc(-c2noc(CCCC(=O)N3CCOCC3)n2)c1	-1	6	-8	0.5	-2	1	-2	-8
CCNC(=O)Nc1ccc(S(=O)(=O)Nc2cnc(C)nc2C)cc1	11	13	-7	-1.0	-4	0	1	6
CN(c1ccccc1C(=O)Nc1cccc(C(F)(F)F)c1)S(C)(=O)=O	-12	5	-8	0.5	1	-3	-14	12
COc1cccc(NC(=O)CN(C)C(=O)c2cc(S(=O)(=O)N3CCCCC3)ccc2Cl)c1	27	-1	8	1.4	-2	-1	5	-8
Cc1cc(C(=O)N2CCN(c3ncccn3)CC2)nn1C	8	-2	19	0.3	2	1	16	24
O=C(c1ccco1)N1CCN(C(=O)c2ccc(COc3ccc(Cl)cc3Cl)o2)CC1	0	8	9	4.0	-4	3	0	23
CCn1cc(C(=O)N2CCN(c3ccc(OC)cc3)CC2)c(=O)c2cc(S(=O)(=O)N3CCOCC3)ccc21	13	-8	8	-1.0	-6	-2	10	-15
O=C(C[n+]1ccc(-c2nnc3n2CCC3)cc1)c1ccc(Cl)c(Cl)c1	11	0	1	0.7	-4	-3	7	-8
O=C(/C=C/c1ccc(Cl)cc1)OCC(=O)c1ccc[nH]1	13	5	-19	-1.4	1	-4	9	11
CSc1ccccc1NC(=O)CN(C)C(=O)CCc1c[nH]c2ccccc12	-3	14	0	0.6	0	0	-11	-15
CC1Cc2ccccc2N1Cc1cc(=O)n2ccsc2n1 (centres undefined)	-30	7	-4	-1.9	-2	-2	15	-2
Cc1ccc2c(c1)sc(-c1ccc(N(C)C)cc1)[n+]2C	15	48	93*	11	4	0	-17	79*
COc1cccc(CNC(=O)COC(=O)/C=C/c2ccc(SC)cc2)c1	13	-8	0	-0.6	-2	0	-6	-17
Cc1ccc(CCNC(=O)Cn2ncc3c([nH]c4ccccc43)c2=O)cc1	11	21	8	2.3	7	0	-7	7
NCCc1c(C(=O)O)[nH]c2ccc([N+](=O)[O-])cc12	26	13	-7	-0.4	-2	-2	-27	12
NC(N)=NC(=O)c1nc(Cl)c(N)nc1N	14&17&8	9&-6&8	3&9&-3	-0.6&-0.4&0.0	8&3&-1	-5&-7&-1	-33&0&-6	36&20&-20
NS(=O)(=O)c1ccc(NC(=O)COC(=O)c2ccc(Cl)cc2[N+](=O)[O-])cc1	6	9	-4	1.7	-3	-2	-42	16
COc1ccc(N=C2S/C(=C\c3cc(C)n(C)c3C)C(=O)N2CC(C)C)cc1	13	2	15	-2.6	-4	-5	12	43
CC(C)Sc1nnc(SCC(=O)N(C)C2CCS(=O)(=O)C2)s1 (centres undefined)	-1	21	9	-0.1	0	-1	-10	31
O=C(O)c1ccc(Cn2cc(Cl)cn2)cc1	9	9	0	-2.4	13	0	-16	17
CSc1ccc(/C=N/NC(=O)c2ccc(C)c(C)c2)cc1	1	-23	-13	3.1	-4	2	-3	23
COc1ccc(C(=S)N2CCN(S(=O)(=O)c3ccccc3)CC2)cc1	1	42	3	0.1	-3	-7	4	-13

Structures from the list above with an NH in an aromatic ring:
SMILES	697 NFkB inh	tim23-1 inh	Jurkat NFkB inh	CHOP UPR activ	APJ ag	XBP1 UPR activ	APJ antag	Mdm2-MdmX inh
O=C(CSc1nc2nc(-c3cccs3)cc(C(F)(F)F)c2c(=O)[nH]1)Nc1ccc(F)c(F)c1	-62	15	16	0.9	-1	4	-4	74*
Cc1ccc2[nH]c3c(c2c1)CCCC3NCCO (centres undefined)	16	1	20	-1.7	3	-5	-28	17
O=C(/C=C/c1ccc(Cl)cc1)OCC(=O)c1ccc[nH]1	13	5	-19	-1.4	1	-4	9	11
CSc1ccccc1NC(=O)CN(C)C(=O)CCc1c[nH]c2ccccc12	-3	14	0	0.6	0	0	-11	-15
Cc1ccc(CCNC(=O)Cn2ncc3c([nH]c4ccccc43)c2=O)cc1	11	21	8	2.3	7	0	-7	7
NCCc1c(C(=O)O)[nH]c2ccc([N+](=O)[O-])cc12	26	13	-7	-0.4	-2	-2	-27	12

Going on with the list.
SMILES	697 NFkB inh	tim23-1 inh	Jurkat NFkB inh	CHOP UPR activ	APJ ag	XBP1 UPR activ	APJ antag	Mdm2-MdmX inh
NC(=O)C1CCN(C(=O)CN2CCc3ccccc32)CC1	6	8	13	0.2	-2	0	0	30
O=C1C2=C(SCCS2)C(=O)N1CCCO	9	5	1	-0.1	-2	-2	-11	-24
COc1ccccc1NC(=O)CCn1c(=O)c2cccn2c2ccccc21	4	16	5	0.9	3	-3	10	27
COc1ccc(NC(=O)CSCC(=O)N(C)CC(=O)Nc2cccc3ccccc23)cc1	14	-7	-7	1.5	-5	-4	9	24
CCOc1c(Br)cc(CNc2ccc(N3CCN(C(C)=O)CC3)cc2)cc1OC	-27	20	5	-2.5	1	-1	-19	-7
CC(=O)N1CCN(C(=O)CNC(=O)c2ccc(Br)o2)CC1	3	0	3	-0.4	-4	-1	-6	-14
Cc1nc(-c2nc(-c3c(C(=O)NNC(=O)Nc4cccc(Cl)c4)noc3C)cs2)cs1	-15	16	-8	-0.5	-5	0	-1	8
CCC(COC)NC(=O)CCc1nnc(Cc2cccc(C(F)(F)F)c2)o1 (centres undefined)	-10	3	-19	3.5	-3	1	7	-10
COc1ccc(CCNC(=O)c2ccc(OCC(=O)N3CCOCC3)c(OC)c2)cc1	1	15	20	2.0	-4	-3	-46	-10
O=C(N/N=C/c1cccnc1)c1cccc(S(=O)(=O)Nc2cccc(Cl)c2)c1	28	-22	5	0.9	3	-3	1	9
CC(C)NC(=O)c1cc2ccccc2o1	7	22	7	2.7	-1	4	5	-33
O=C(OCCCc1ccncc1)c1ccc(S(=O)(=O)N2CCOCC2)cc1	-15	21	-2	-2.3	1	-4	5	-18
Cc1nc2ccc(NS(=O)(=O)c3ccccc3Cl)cc2s1	-4	32	-16	0.8	-1	4	-12	16
COCCn1c(SCC(=O)Nc2nc3ccccc3s2)nnc1-c1ccoc1C	-20	20	0	0.2	1	2	8	-5
Cc1cc(Cl)ccc1NC(=S)N1CCN(Cc2ccccc2)CC1	11	33	0	-0.2	-2	-1	-22	11
CC1CCC2(CC1)NC(=O)N(CC(=O)Nc1ccc(C(N)=O)cc1)C2=O (centres undefined)	-6	6	10	-0.7	-2	0	0	6
CC(OC(=O)C1=COCCO1)C(=O)Nc1ncc(Cl)cc1Cl (centres undefined)	18	13	-13	1.4	5	-3	-3	-7
CC(SCc1ccccc1)C(=O)N/N=C/c1cccs1 (centres undefined)	-27	10	-2	1.1	-1	1	5	-16
CC(C)CN(C(=O)COC(=O)c1cccnc1Cl)c1c(N)n(Cc2ccccc2)c(=O)[nH]c1=O	27	-2	0	-2.6	-5	2	-8	15
COc1ccc(CC(=O)NCc2cccs2)cc1OC	30	3	-10	1.2	-1	2	-10	-19
C=C(C)CSc1nnc(-c2cccc(Cl)c2)n1N	-6	15	-26	0.7	-1	4	-2	-12
NS(=O)(=O)c1ccc(N=Nc2c(O)[nH]c3ccc(Br)cc23)cc1	-78	-13	-10	-4.1	-2	0	16	54*
Cc1ccc(NC(=O)c2cc(S(=O)(=O)N3CCOCC3)ccc2F)c(C)c1	26	19	15	1.9	-2	2	1	-11
CN(C(=O)CN1CCN(c2ccccc2F)CC1)C1CCCc2ccccc21 (centres undefined)	1	21	2	-0.9	-1	0	3	17
Cc1ccc(C(=O)NCCCNC(=O)COc2ccc(Cl)cc2)cn1	10	2	3	3.3	2	1	10	-20
COc1ccc(NC(=O)NNC(=O)COc2cc(C)c(Cl)c(C)c2)c(OC)c1	5	-17	4	-0.1	1	-3	3	7
Cc1cc(NC(=O)COC(=O)c2ccc(NS(=O)(=O)c3ccc(C)c(C)c3)cc2)no1	-6	16	-18	-5.5	-2	2	8	36
COc1ccc(-c2nc(C)sc2CC(=O)O)cc1	-1	6	-9	-1.0	3	-2	-6	-3
O=C(CCNC(=O)c1ccc(Br)cc1)NNC(=O)COc1ccccc1F	6	-5	-1	0.2	-1	0	0	-4
COc1ccc(S(=O)(=O)N(CC(=O)NCc2ccco2)c2ccccc2)cc1OC	1	11	1	1.6	-2	0	14	-2
O=C(Cn1nnc(-c2ccccc2)n1)N/N=C/c1cccc([N+](=O)[O-])c1	-3	8	22	3.6	2	1	-6	-10
